A3G deaminase: APOBEC3G DNA deaminase inhibitors, primary screen, biochemical, fluorescence, single-stranded DNA substrate, uHTS; inhibition, % at 20 µM; DNA dC->dU-editing enzyme APOBEC-3G (Homo sapiens), Q9HC16; recombinant A3G, ssDNA deamination FAM/TAMRA fluorescence; 330,000 compounds, 0.28% hits;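 active means inhibition of at least 40% at 20 µM, with no more than 30% in the related APOBEC3A deaminase screen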;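 further: plate controls were DMSO wells with A3G for no effect and wells lacking A3G enzyme for full effect; some compounds called inactive have numbers as strong as hits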
ATG4B inh: ATG4B protease inhibitors, primary screen, biochemical, fluorescence, uHTS; Cysteine protease ATG4B (Homo sapiens), Q9Y4P1; ATG4B cleavage of LC3-PLA2, NBD-HPC fluorescence, 1 h; inhibition, % at 8.33 µM; 340,000 compounds, 0.51% hits; AID 504462, 2011; in the data active means inhibition above about 40%
mIAP act: activators of mouse IAP, primary screen, biochemical, luminescence, uHTS. intestinal alkaline phosphatase [Mus musculus]. muIAP, CDP-Star luminescence, 30 min; stronger effect = higher value; 1 = vehicle-only enzyme signal, 0 = enzyme-free wells. activation factor at 10 µM. 330,000 compounds, 0.24% hits. AID 2805, 2010;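 active means activation factor of at least 2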; further: the source names both 10 and 20 µM as test concentration; values of inactives mirror those of a sister screen read the other way
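Assay system: mouse IAP enzyme; Reagent: CDP-Star chemiluminescent phosphatase substrate; Compound: DMSO-dissolved test compounds; Incubation: 30 min, room temperature; Technique: luminescence from enzymatic CDP-Star hydrolysis; Controls: DMSO-only wells and no-enzyme negative control.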
MPTP block: mitochondrial permeability transition pore inhibitors, primary screen, biochemical, isolated mouse mitochondria, absorbance. Ca2+ swelling absorbance, 30 min. inhibition, % at 10 µM. 360,000 compounds, 1.4% hits. AID 602449, 2012;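 active means inhibition of 50% or more, scaled per plate between neutral and stimulator controls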;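 further: 0% = DMSO wells given calcium and 100% = 1 mM EGTA wells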
mIAP block: inhibitors of mouse IAP, primary screen, biochemical, luminescence, uHTS. purified mouse IAP, CDP-Star luminescence, 30 min. inhibition, % at 10 µM. 330,000 compounds, 0.2% hits. AID 2806, 2010;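 active means inhibition of at least 40% at 10 µM in the primary screen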;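 further: plate controls were DMSO with enzyme for no effect and no enzyme wells for full effect; values of inactives mirror those of a sister screen read the other way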
A3A deaminase: APOBEC3A ssDNA deaminase inhibitors, primary screen, selectivity assay for APOBEC3G inhibitor project, biochemical, FAM/TAMRA oligo cleavage fluorescence | recombinant A3A, FAM/TAMRA ssDNA deamination fluorescence | 330,000 compounds, 0.41% hits | inhibition, % at 20 µM;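 active means at least 40% inhibition at 20 µM here, with at most 30% in a related deaminase screen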;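 further: plate controls were A3A with DMSO for no effect and wells lacking A3A enzyme for full effect; some results filed as inactive read as strong as hits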
Target sequence (P31941 whole entry, looked up): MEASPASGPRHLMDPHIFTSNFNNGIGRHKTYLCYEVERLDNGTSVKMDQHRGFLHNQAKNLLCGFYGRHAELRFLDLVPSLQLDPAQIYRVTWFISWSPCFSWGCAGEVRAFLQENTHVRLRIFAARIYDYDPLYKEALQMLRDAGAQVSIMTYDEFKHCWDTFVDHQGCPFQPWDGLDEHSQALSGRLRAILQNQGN
hIAP block: human IAP inhibitors, primary screen, biochemical, luminescence, uHTS; Intestinal-type alkaline phosphatase (Homo sapiens), P09923; purified IAP, CDP-Star luminescence, 30 min; inhibition, % at 10 µM; 330,000 compounds, 0.12% hits; AID 2544, 2010;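 active means inhibition reaching a set limit with compound at 10 µM in the primary screen, cut at about 35% in these data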;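 further: plate controls were DMSO wells with enzyme for no effect and no-enzyme buffer wells for full effect; values of inactives mirror those of a sister screen read the other way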
Target sequence (P09923 whole entry, looked up): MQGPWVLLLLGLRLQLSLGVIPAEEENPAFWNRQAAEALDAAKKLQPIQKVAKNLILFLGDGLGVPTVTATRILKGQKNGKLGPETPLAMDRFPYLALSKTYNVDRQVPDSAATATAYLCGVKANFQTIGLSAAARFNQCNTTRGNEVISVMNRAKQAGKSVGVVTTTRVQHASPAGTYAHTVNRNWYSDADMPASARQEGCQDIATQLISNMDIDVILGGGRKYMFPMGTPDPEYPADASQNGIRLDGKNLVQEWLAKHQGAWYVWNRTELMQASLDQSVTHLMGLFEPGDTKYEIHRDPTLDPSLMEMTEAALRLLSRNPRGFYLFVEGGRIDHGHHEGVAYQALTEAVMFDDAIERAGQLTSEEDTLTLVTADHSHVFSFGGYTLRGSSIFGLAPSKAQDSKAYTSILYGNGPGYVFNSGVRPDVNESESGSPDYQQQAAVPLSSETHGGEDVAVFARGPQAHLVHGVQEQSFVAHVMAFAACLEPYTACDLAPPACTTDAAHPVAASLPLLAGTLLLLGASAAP
hIAP activ: human IAP activators, primary screen, biochemical, luminescence, uHTS; Intestinal-type alkaline phosphatase (Homo sapiens), P09923; purified human IAP, CDP-Star luminescence, 30 min; stronger effect = higher value; 1 = vehicle-only enzyme, 0 = enzyme-free background; activation factor at 10 µM; 330,000 compounds, 0.16% hits; AID 2524, 2010;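 active means activation factor of the enzyme at least 2-fold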; further: the source names both 10 and 20 µM as test concentration; values of inactives mirror those of a sister screen read the other way
beta cell repl: inducers of MIN6 beta-cell proliferation, primary screen, ATP luminescence, uHTS. proliferation, % at 10 µM. MIN6 cells proliferation, ATPlite luminescence, 48 h; cells starved in 0.2% serum; 100% = growth in 10% serum. 330,000 compounds, 0.29% hits. AID 2380, 2010;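 active means compounds whose signal lies at least 3.5 SD above the mean of all wells on their plate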;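 further: 0% = DMSO-treated cells in low-serum medium and 100% = 10% serum control; some compounds called inactive have numbers as strong as hits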
Starred values were filed as active, the others as inactive; . = no result given. This is a random part of the collection. Share with any hit: about 3.3%.

SMILES	A3G deaminase	ATG4B inh	mIAP act	MPTP block	mIAP block	A3A deaminase	hIAP block	hIAP activ	beta cell repl
COc1ccc(CCNC(=O)CNCCc2ccc(F)cc2)cc1	-4.4	32.1	0.931	-0.6	6.9	2.0	6.2	0.938	-2.7
C#CCNC(=O)C1=C[C@@H](c2csc3ccccc23)C[C@@H](OCc2ccc(CO)cc2)O1	-7.6	-13.8	0.956	-2.3	4.4	-2.2	11.5	0.885	-2.5
COc1ccccc1C(=O)NC(=O)COC(=O)Cn1cnc2c1c(=O)n(C)c(=O)n2C	-9.7	4.8	0.963	-0.3	3.7	-0.9	2.1	0.979	-1.0
COCCCNC(=S)N/N=C/c1ccc(O)cc1	-4.2	1.4	1.01	-0.9	-1.4	-3.9	-14.0	1.14	-2.5
O=C(NCc1ccccc1F)c1ccncc1	-1.6	4.3	1.04	0.0	-4.1	1.3	-23.2	1.23	-1.4
CCN(CC)S(=O)(=O)c1cccc2nsnc12	-5.4	-7.7	0.985	0.7	1.5	0.3	10.2	0.898	-2.6
COc1ccc(S(=O)(=O)N2CCCC2CNC(=O)C(=O)NCc2ccco2)cc1 (centres undefined)	-4.8	6.2	1.03	-0.3	-2.7	-0.2	0.0	1	-1.1
CCN(CC)CCNC(=O)CS(=O)Cc1nc(-c2ccccc2Cl)oc1C (centres undefined)	-7.4	-3.2	1	3.2	0.0	-4.6	-24.8	1.25	-1.0
CCc1ccccc1N1CN(Cc2cccnc2)CNC1=S	0.2	-4.4	1.04	0.3	-4.4	-1.6	-10.2	1.1	-2.3
COCCn1c(=NC(=O)CSCC(=O)N2CCOCC2)sc2cc(C)ccc21	-5.5	-9.9	0.966	-2.4	3.4	-0.9	-25.3	1.25	-4.1
CCCCNc1c(-c2ccc(SC(C)CC)cc2)nc2cnccn12 (centres undefined)	-2.5	12.2	0.999	7.3	0.1	-2.8	4.3	0.957	-6.2
O=C(Nc1nc(=O)c2ccccc2s1)c1ccc(F)cc1	1.5	-3.0	0.946	0.4	5.4	-2.1	9.5	0.905	-4.5
COc1ccc(CNC(=O)C(C)OC(=O)Cn2cnc3c2c(=O)n(C)c(=O)n3C)cc1 (centres undefined)	3.8	1.1	1.08	0.3	-8.3	18.2	0.9	0.991	1.9
Nc1ccc(-c2nc3c(Cl)cc(N)cc3[nH]2)cc1	-1.1	-0.5	0.992	-0.2	0.8	0.4	2.1	0.979	-1.0
OC1=C(O)c2nc3cc(F)ccc3nc21	-5.9	0.1	1.06	2.1	-5.9	1.6	-2.5	1.02	-0.7
O=C(NCCc1c[nH]c2ccccc12)C1CCCN(S(=O)(=O)c2ccccc2)C1 (centres undefined)	-10.0	-1.7	1.02	0.4	-1.9	-6.7	3.3	0.967	-0.6
O=C(/C=C/c1ccc2c(c1)OCO2)Nc1cc(S(=O)(=O)N2CCOCC2)ccc1N1CCOCC1	0.4	-4.1	0.922	0.8	7.8	2.4	2.2	0.978	0.8
COc1cccc(CNc2nc3ccccc3n2C(C)C)c1O	-2.7	1.1	1.14	-0.7	-13.6	-0.8	-35.7	1.36	-1.1
CCCN(CCC)S(=O)(=O)c1nc2nc(C)cc(C)n2n1	-7.8	-0.6	1.06	1.3	-6.1	-8.6	-1.7	1.02	-1.1
Nc1c(C(=O)NCc2ccco2)c2nc3ccccc3nc2n1CCc1ccccc1F	-11.3	5.5	0.938	1.9	6.2	-6.2	2.0	0.98	-6.5
CN1CCC(OC(=O)C23CCC(C)(C(=O)O2)C3(C)C)CC1 (centres undefined)	-4.1	3.5	0.962	-0.7	3.8	-2.2	-3.0	1.03	-2.5
CCOC(=O)COc1ccc(C2NC(C(=O)O)CS2)cc1 (centres undefined)	-0.5	5.7	1.09	5.7	-9.0	-2.0	-42.2	1.42	-6.2
Cc1c(C(=O)N(Cc2cccs2)C2CCS(=O)(=O)C2)oc2ccccc12 (centres undefined)	-7.5	-15.5	0.985	1.6	1.5	-0.2	2.7	0.973	1.5
O=C(Oc1cc(-c2ccccc2)no1)c1ccc(F)cc1	0.0	5.4	0.982	-2.6	1.8	2.8	-8.9	1.09	-1.9
COc1cc(N)cc(NC(=O)c2ccncc2)c1	-5.4	-5.6	0.972	-1.6	2.8	-3.0	6.0	0.94	-2.5
CC(C)c1ccc(NC(=O)C2=NNC(=O)CC2)cc1	-1.8	-1.0	0.997	-0.7	0.3	1.8	4.0	0.96	-0.3
CCCSCCCNC(=O)c1cc2c(s1)CS(=O)(=O)C2	-3.1	6.7	1.01	0.0	-1.3	-3.2	5.4	0.946	-2.9
O=C(Nc1ccccc1)c1ccc(NCCN2CCOCC2)c(S(=O)(=O)N2CCOCC2)c1	-8.3	-5.2	1.04	-0.4	-4.1	-7.1	-4.5	1.04	-4.5
COc1ccccc1N(CC(=O)NCC1CCCO1)C(=O)CCC(=O)Nc1nccs1 (centres undefined)	-2.3	-9.2	0.981	8.7	1.9	1.4	0.8	0.992	-1.6
NC(=O)c1sc2nc(-c3cccs3)ccc2c1N	-5.6	-4.4	0.944	-0.1	5.6	-4.7	0.8	0.992	-1.1
O=C(c1cc2cc(C(F)(F)F)ccc2s1)N1CCOCC1	-1.8	-8.0	1.05	0.3	-4.8	-0.6	-5.0	1.05	-0.5
O=C(CN1C(=O)NC2NC(=O)NC21)NC1CCCCC1 (centres undefined)	-4.6	-0.2	0.972	0.3	2.8	-1.2	3.4	0.966	0.2
Cn1c(=O)c2c(nc(NCC3CCCO3)n2Cc2ccccc2)n(C)c1=O (centres undefined)	-5.1	3.9	0.996	-5.3	0.4	-6.0	-2.5	1.02	-0.1
Cc1cccc(Nc2nc(N)nc(-c3oc4ccccc4c3C)n2)c1	11.8	6.2	0.996	2.0	0.4	11.4	5.6	0.944	-4.2
COc1ccc(C2C(C(=O)O)c3ccccc3C(=O)N2Cc2ccco2)cc1 (centres undefined)	3.5	1.7	1.05	2.7	-4.8	4.3	4.9	0.951	1.7
CC1(C)CC(=O)C(C(c2ccc(Br)cc2)C2C(=O)CC(C)(C)CC2=O)C(=O)C1	-5.4	-1.2	0.935	1.4	6.5	-3.6	9.4	0.906	1.2
CCC(C)c1ccc(NC(=O)N2CCN(C(=O)C3CCCO3)CC2)cc1 (centres undefined)	-3.3	4.8	1.02	1.1	-1.9	-1.9	-7.7	1.08	-4.4
Nc1c(-c2ccccc2)c(CSc2nc3ccccc3[nH]2)nn1-c1cccc(C(=O)O)c1	-5.6	12.1	1	1.9	-0.4	-1.9	2.7	0.973	1.0
O=C1c2sc3nc4n(c(=O)c3c2CCC1Br)CCCCC4 (centres undefined)	26.1	-4.0	1.08	0.5	-8.3	1.0	1.9	0.981	-3.4
NS(=O)(=O)c1cccc(NC(=O)CSc2nnc(-c3ccccc3)o2)c1	-7.1	-3.4	0.66	-0.4	34.0	-0.8	-49.8	1.5	-4.1
CC(C(=O)N1CCCC1)N(C)CC(=O)Nc1cccc(F)c1 (centres undefined)	5.2	0.8	1.01	-1.3	-0.8	-2.7	-14.3	1.14	-4.0
O=C(c1ccc([N+](=O)[O-])s1)N1CCc2ccccc21	-7.7	-1.9	1.06	-0.3	-6.3	-2.8	4.6	0.954	-1.7
O=C(Nc1ccc(Cl)cc1)c1ccc2c(=O)n3c(nc2c1)CCCCC3	11.4	-3.0	0.904	0.7	9.6	51.8*	2.2	0.978	-4.1
CCN(C(=O)COC(=O)c1ccc(C)c(S(=O)(=O)N2CCOCC2)c1)C1CCS(=O)(=O)C1 (centres undefined)	22.9	1.2	1.02	-1.3	-1.7	3.9	6.0	0.94	-3.8
CC[C@]12c3[nH]c4ccc(Cl)cc4c3CCN1C(=O)[C@@H](CC(=O)NCCc1ccccn1)C[C@@H]2C(=O)N1CCN(C(=O)C2CC2)CC1	3.7	1.9	1.04	-0.7	-4.3	3.5	.	.	.
O=C(CSc1nnc(Cc2cc(=O)[nH]c(=O)[nH]2)n1-c1ccccc1)NCC1CCCO1 (centres undefined)	-1.6	-7.3	0.939	0.2	6.1	-0.4	4.8	0.952	-1.6
CCCCn1c(=O)[nH]c(=O)c2c1nc(-c1ccc(C)c([N+](=O)[O-])c1)n2CC	1.9	0.8	1.07	1.5	-6.9	-0.7	-23.4	1.23	1.3
O=C(Nc1nccs1)c1cc([N+](=O)[O-])ccc1Cl	-5.0	-4.2	1	1.2	-0.4	-4.2	6.1	0.939	-1.8
CCn1nc(C(=O)Nc2cccc(C(F)(F)F)c2)c(Cl)c1Cl	-7.0	-0.1	0.942	6.2	5.8	-4.2	3.8	0.962	-1.6
NC(N)=NC(N)=Nc1ccc(SC(F)(F)F)cc1	-3.3	-2.7	0.973	2.1	2.7	2.9	-18.0	1.18	0.0
C/C(=N\Nc1nncc2ccccc12)c1ccc(C(C)(C)C)cc1	-1.7	1.2	0.989	-0.4	1.1	-1.3	0.8	0.992	-4.4
Cc1ccc(N2CC(C(=O)Nc3c(C)n(C)n(-c4ccccc4)c3=O)CC2=O)cc1 (centres undefined)	-4.1	-19.9	1.03	2.6	-2.7	2.5	-3.4	1.03	2.2
C/C(=N\NC(=O)C(O)c1ccccc1)c1ccc(Cl)s1 (centres undefined)	-1.9	-5.4	0.938	-0.8	6.2	0.5	-10.0	1.1	0.7
O=C(NCCN1CCOCC1)C1CCN(c2ncnc3c2sc2cccc(F)c23)CC1	2.9	-10.6	0.971	2.5	2.9	1.0	-4.4	1.04	-3.5
CN(Cc1nc(Cc2cccc(C(F)(F)F)c2)no1)C1CC(C)(C)NC(C)(C)C1	1.9	0.0	1.1	-1.1	-10.5	3.0	-3.5	1.03	-1.2

4 structures from above, sorted by SMILES length, ascending.
SMILES	A3G deaminase	ATG4B inh	mIAP act	MPTP block	mIAP block	A3A deaminase	hIAP block	hIAP activ	beta cell repl
CCOC(=O)COc1ccc(C2NC(C(=O)O)CS2)cc1 (centres undefined)	-0.5	5.7	1.09	5.7	-9.0	-2.0	-42.2	1.42	-6.2
O=C(Nc1nccs1)c1cc([N+](=O)[O-])ccc1Cl	-5.0	-4.2	1	1.2	-0.4	-4.2	6.1	0.939	-1.8
C/C(=N\Nc1nncc2ccccc12)c1ccc(C(C)(C)C)cc1	-1.7	1.2	0.989	-0.4	1.1	-1.3	0.8	0.992	-4.4
Cc1ccc(N2CC(C(=O)Nc3c(C)n(C)n(-c4ccccc4)c3=O)CC2=O)cc1 (centres undefined)	-4.1	-19.9	1.03	2.6	-2.7	2.5	-3.4	1.03	2.2
